# Bioassay records (PubChem BioAssay)
# G9a inh: inhibitors of human histone lysine methyltransferase G9a; Potency, µM (top dose mostly 102 µM), for the others: at the top dose activity, negative = inhibition, usual class: inhibitors; Q96KQ7; G9a H3K9 monomethylation, AlphaScreen, 2 h; actives 8.8% (n = 350,000); further: on the % scale 0 is the no-effect control and ±100 the full control effect; nearly all actives have a fitted effect of over 75% in size
#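 Using a bead-based AlphaScreen, monomethylated H3K9 product from 2 h room-temperature reactions (G9a 20 nM, peptide 500 nM, SAM 20 uM) was detected with 0.5 ug/mL rabbit anti-H3K9me1 antibody.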
# POLB inh: DNA polymerase beta (human) inhibition. Potency, µM (top dose mostly 114 µM), inactives show at the top dose activity change, negative = inhibition, hits mostly inhibitors. actives 1.3% (n = 340,000). Pol beta primer extension/strand displacement, fluorescence kinetic. P06746; further: on the % scale 0 is the no-effect control and ±100 the full control effect
#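 Human Pol beta at 10 nM; strand-displacement substrate 50 nM final. Compound exposure 15 min at room temperature before start, reaction 10 min at room temperature.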
# POLH inh: inhibitors of human DNA polymerase eta; Q9Y253; recombinant Pol eta, fluorescent DNA replication assay; Potency, µM (top dose mostly 114 µM), for inactives: at the top dose activity change, negative = inhibition, hits mostly inhibitors; actives 1.2% (n = 390,000); AID 588591; further: on the % scale 0 is the no-effect control and ±100 the full control effect
#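 Pol eta (10 nM) was preincubated with compounds for 15 min at room temperature, after which fluorescent replication substrate (50 nM final) was added to start the reaction. Fluorescence was read kinetically at 0 and 10 min.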
# POLK inh: blocks human DNA polymerase kappa activity. purified Pol kappa, fluorescent DNA synthesis assay, 10 min. Potency, µM (doses to about 107 µM), inactives show at the highest dose activity, negative = inhibition, actives largely listed as inhibitors. actives 0.53% (n = 400,000); further: on the % scale 0 is the no-effect control and ±100 the full control effect
#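 Inhibition of 10 nM Pol kappa is measured by a fluorescent read-out at 0 and 10 min following addition of 50 nM substrate (final), with a 15-min room-temperature compound preincubation.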
# Apoferritin bind: candidate novel general anesthetic via apoferritin binding; P02791; apoferritin/1-aminoanthracene competitive binding, fluorescence; Potency, µM (doses to about 77.5 µM), for inactives: top-dose activity change, negative = displacement, hits mostly inhibitors; actives 0.074% (n = 350,000); further: on the % scale 0 is the no-effect control and ±100 the full control effect; nearly all actives have a fitted effect of over 20% in size
# Target sequence (P02791 2-175 limits assumed): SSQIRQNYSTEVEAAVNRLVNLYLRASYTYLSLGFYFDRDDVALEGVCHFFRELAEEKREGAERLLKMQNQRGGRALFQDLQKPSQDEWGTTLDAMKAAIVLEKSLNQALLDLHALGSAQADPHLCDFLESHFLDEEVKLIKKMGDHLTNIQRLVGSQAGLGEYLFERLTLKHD
#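 Steps: apoferritin (10 uM) was premixed with half-saturated 1-AMA in PBS, compounds were pin-transferred, plates stood 10 min at room temperature, fluorescence was read at 380/535 nm, and curves were fitted with a Hill equation.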
# BAZ2B inh: BAZ2B (human) inhibition; AID 504333; AlphaScreen BAZ2B-H3K14Ac peptide displacement; actives 4.4% (n = 360,000); Potency, µM (top dose mostly 114 µM), for inactives: at the highest dose activity change, negative = inhibition, most hits filed as inhibitors; further: on the % scale 0 is the no-effect control and ±100 the full control effect; nearly all actives have a fitted effect of over 60% in size
#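 Inhibition is scored as reduced AlphaScreen emission. The BAZ2B/b-H3(5-23)K14Ac complex (50 nM each) in PBS pH 7.4, 0.01% Tween-20 meets compound (up to 110 uM) for 30 min at RT before bead addition.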
# BLM helicase inh: Bloom syndrome helicase (human) inhibition. P54132. recombinant BLM DNA unwinding, fluorescence dequenching. Potency, µM (series often up to 56.1 µM), for the others: top-dose activity change, negative = inhibition, hits mostly inhibitors. actives 0.2% (n = 350,000). AID 2528;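 further: plate controls were vehicle for no effect and no enzyme for full effect; nearly all actives have a fitted effect of over 35% in size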
# Pol iota inh: blocks human DNA polymerase iota activity; Potency, µM (series often up to 115 µM), inactives show top-dose activity, negative = inhibition, usual class: inhibitors; Q9UNA4; Pol iota fluorescent replication assay, 10 min; actives 1% (n = 390,000)
# Target sequence (Q9UNA4 whole entry, looked up): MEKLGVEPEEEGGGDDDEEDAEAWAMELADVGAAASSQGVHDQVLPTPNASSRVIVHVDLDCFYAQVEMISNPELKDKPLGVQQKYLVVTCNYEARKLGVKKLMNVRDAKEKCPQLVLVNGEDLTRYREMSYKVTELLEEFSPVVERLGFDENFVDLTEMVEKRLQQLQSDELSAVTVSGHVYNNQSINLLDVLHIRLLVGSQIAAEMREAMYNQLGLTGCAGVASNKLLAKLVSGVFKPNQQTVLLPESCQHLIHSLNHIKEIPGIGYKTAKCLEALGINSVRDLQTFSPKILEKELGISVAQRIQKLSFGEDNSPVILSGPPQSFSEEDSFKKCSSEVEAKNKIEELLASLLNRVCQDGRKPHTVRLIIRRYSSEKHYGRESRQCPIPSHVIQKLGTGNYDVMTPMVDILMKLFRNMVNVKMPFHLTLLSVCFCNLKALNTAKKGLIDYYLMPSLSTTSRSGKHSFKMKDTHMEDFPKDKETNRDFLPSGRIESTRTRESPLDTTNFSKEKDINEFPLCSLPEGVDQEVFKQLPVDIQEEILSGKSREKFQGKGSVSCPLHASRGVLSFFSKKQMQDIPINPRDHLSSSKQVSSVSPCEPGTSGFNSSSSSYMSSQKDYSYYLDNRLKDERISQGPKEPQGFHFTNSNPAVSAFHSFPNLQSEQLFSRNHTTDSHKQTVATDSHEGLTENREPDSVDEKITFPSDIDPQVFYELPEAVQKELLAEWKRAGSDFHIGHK
#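 Pol iota at 10 nM preincubated 15 min with compounds at room temperature; reaction started with fluorescent substrate, 50 nM final. Fluorescence read kinetically at 0 and 10 min; buffer-only wells as negative control.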
# APEX1 inh: blocks human APE1 abasic DNA cleavage | P27695 | recombinant APE1, TAMRA/BHQ-2 abasic DNA cleavage fluorescence | Potency, µM (highest dose often 65.8 µM), for the others: at the highest dose activity change, negative = inhibition, hits mostly inhibitors | actives 0.35% (n = 350,000) | AID 2517;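 further: plate controls were vehicle for no effect and reference inhibitor for full effect; nearly all actives have a fitted effect of over 55% in size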
#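 Step 1: APE1 (0.75 nM) with compound, 15 min RT. Step 2: add 50 nM fluorophore/quencher THF duplex. Step 3: three fluorescence reads 60 s apart (525/598 nm); read 3 minus read 1 = reaction progress.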
# An asterisk follows results filed as active; ? = inconclusive; · = not tested or not shown; & = joins results of further samples; [ ] = another dose, or the depositor's remark. The call rests on the fitted dose curve; in most records, active means well fitted curve in the direction sought with a large enough effect; inconclusive means small, poorly fitted or top-dose-only effect, or another doubt; inactive means no such curve, though single readings can be large; an effect the other way counts as inactive or inconclusive. Potency means the concentration at half of the fitted maximal effect. Not all compounds are listed (hit frequency here may not be typical).
G9a inh,POLB inh,POLH inh,POLK inh,Apoferritin bind,BAZ2B inh,BLM helicase inh,Pol iota inh,APEX1 inh,SMILES
1%,7%,-20%,-5%,-18%,79µM*,-2%,13%,23%,Cc1ccc(-c2c(C(=O)N/N=C/C3CCCCC3)nnn2-c2nonc2N)cc1
9%[0.501 µM],·,·,-4%[60.1 µM],·,·,-1%,·,-2%,COc1ccc(CNc2ncnc3ccc(-c4ccccc4OC)cc23)c(OC)c1
-2%[59 µM],1%,1%,-9%,-16%,-3%,-10%,-5%,·,CCc1cccc(C)c1NC(=O)CN1C(=O)c2c(c3ccccc3n2C)C1c1ccc(OC)cc1 (stereo unspecified)
-38%[59 µM],1%,-21%,-6%,?,-36%,-1%,2%[58.9 µM],4%,O=C(O)C1CC(=O)N(c2ccc(OCc3ccccc3)cc2)C1 (stereo unspecified)
-31%,-11%,2%,-4%,-20%,7%,-4%,3%,-11%,CCOC(=O)c1ccc(NC(=O)CCc2nc(-c3ccc(Cl)cc3)no2)cc1
15%[59 µM],·,-9%,1%,·,11%,·,23%,2%,CC1CCN(C(=O)CN2C(=O)NC(c3ccccc3)(c3ccccc3)C2=O)CC1
2%,9%,-15%,12%,-8%,-10%,-10%,-8%,2%,Cc1ccc(NC(=O)CCn2c(=O)[nH]c3ccsc3c2=O)cc1
5%,?,-11%,-4%,-9%,-7%,-9%,-4%,-23%,COc1cc2ccccc2cc1C(=O)Nc1ccccc1Cl
8%,42%,-6%,2%,-9%,-6%,-5%,10%,7%,O=[N+]([O-])c1ccc2nc(CN3CCCCC3)[nH]c2c1
45µM*,?,-18%,-15%,-9%,?,-2%,?,23%,O=C(Nc1nnc(S(=O)(=O)N2CCN(c3ccc(F)cc3)CC2)s1)c1ccco1
-6%[59 µM],-1%,-18%,-1%,-19%,-13%,0%,-5%,-1%,N#Cc1ccccc1OCCN1C(=O)c2ccccc2C1=O
1.6µM*,27%,-6%,-3%,-12%,0%,-2%,1%,-1%,O=C(COC(=O)c1ccc(Cl)c([N+](=O)[O-])c1)Nc1ccccc1OC(F)F
12%[12.7 µM],-24%,-2%,-18%,-12%,-16%,-9%,?,-5%,O=C(NNC(=O)c1ccc(SCC2CCCO2)c([N+](=O)[O-])c1)c1ccc(Cl)c([N+](=O)[O-])c1 (stereo unspecified)
-28%[59 µM],-14%,-13%,-5%,1%,-2%,-16%,33%[activator],·,COc1ccc(-c2nc3ccccc3o2)cc1NC(=O)c1cc(Br)ccc1OC
8%[0.501 µM],·,-10%,-13%,·,11%,·,87%[activator],3%,COc1ccc(C(=O)NCCS(=O)(=O)NCc2ccc3c(c2)OCO3)cc1
11%[59 µM],34%,-14%,-6%[60.1 µM],38%[activator],1%,-7%,22%,·,CSc1cccc(NC(=O)C2CCN(S(=O)(=O)c3ccc4c(c3)CCCN4C(=O)C3CCC3)CC2)c1

# 9 consecutive compounds from above, for reference:
G9a inh,POLB inh,POLH inh,POLK inh,Apoferritin bind,BAZ2B inh,BLM helicase inh,Pol iota inh,APEX1 inh,SMILES
-31%,-11%,2%,-4%,-20%,7%,-4%,3%,-11%,CCOC(=O)c1ccc(NC(=O)CCc2nc(-c3ccc(Cl)cc3)no2)cc1
15%[59 µM],·,-9%,1%,·,11%,·,23%,2%,CC1CCN(C(=O)CN2C(=O)NC(c3ccccc3)(c3ccccc3)C2=O)CC1
2%,9%,-15%,12%,-8%,-10%,-10%,-8%,2%,Cc1ccc(NC(=O)CCn2c(=O)[nH]c3ccsc3c2=O)cc1
5%,?,-11%,-4%,-9%,-7%,-9%,-4%,-23%,COc1cc2ccccc2cc1C(=O)Nc1ccccc1Cl
8%,42%,-6%,2%,-9%,-6%,-5%,10%,7%,O=[N+]([O-])c1ccc2nc(CN3CCCCC3)[nH]c2c1
45µM*,?,-18%,-15%,-9%,?,-2%,?,23%,O=C(Nc1nnc(S(=O)(=O)N2CCN(c3ccc(F)cc3)CC2)s1)c1ccco1
-6%[59 µM],-1%,-18%,-1%,-19%,-13%,0%,-5%,-1%,N#Cc1ccccc1OCCN1C(=O)c2ccccc2C1=O
1.6µM*,27%,-6%,-3%,-12%,0%,-2%,1%,-1%,O=C(COC(=O)c1ccc(Cl)c([N+](=O)[O-])c1)Nc1ccccc1OC(F)F
12%[12.7 µM],-24%,-2%,-18%,-12%,-16%,-9%,?,-5%,O=C(NNC(=O)c1ccc(SCC2CCCO2)c([N+](=O)[O-])c1)c1ccc(Cl)c([N+](=O)[O-])c1 (stereo unspecified)

# Going on with the list.
G9a inh,POLB inh,POLH inh,POLK inh,Apoferritin bind,BAZ2B inh,BLM helicase inh,Pol iota inh,APEX1 inh,SMILES
?,19%,-25%,-5%,?,-5%,0%,21%,8%,CCN(CC)S(=O)(=O)c1cc(C(=O)OCC(=O)c2ccc3c(c2)NC(=O)CO3)ccc1F
?,8%,-17%,-13%,?,9%,0%,14%,-2%,CCOC(=O)c1cccc(N2C(=O)c3ccccc3S2(=O)=O)c1
1%,-13%,-3%,-13%,3%,10%,-1%,-1%,15%,CCOC(=O)Nc1cc2c(cc1C(C)=O)OCO2
5%[12.7 µM],·,?,1%,·,8%,·,24%,-6%,Cn1c(N)c(C(=O)CSc2n[nH]c(-c3ccccc3)n2)c(=O)n(C)c1=O
50µM*,19%,-17%,-16%,-7%,-3%,-5%,27%,61%[activator],O=C(NCc1ccc(Cl)cc1)N1CCN(S(=O)(=O)c2ccccc2)CC1
·,-6%,-6%,-15%&1%,-7%&2%,-5%,4%&1%,4%&-14%,?,CC(C)(C)OC(=O)N1CCC[C@H]1C(=O)O
6%[59 µM],0%,-21%,-8%[60.1 µM],3%,-6%,-9%,13%,·,CCc1sc(Nc2cccc(Cl)c2)nc1-c1cc2cccc(OC)c2oc1=O
3%,0%,-1%,-8%,-6%,-13%,1%,120%[activator],-4%,O=C(O)Cc1coc2cc3c(cc12)CCC3
31%,-1%,-21%,-13%,-9%,-3%,1%,50%[activator],-1%,CN(C)S(=O)(=O)c1ccc(C(=O)NCc2ccccn2)cc1
?,26%,-22%,-4%,-19%,-17%,-2%,19%,10%,Cc1ccc(/C=N/NC(=O)c2nnn(-c3nonc3N)c2-c2ccccc2)o1
?,-24%,?,-24%,180%[activator],12%,-4%,?,-9%,O=C(Nc1ccc2nc3ccccc3nc2c1)c1ccccc1
31%,8%,3%,-6%,-1%,9%,-4%,23%,-8%,CCn1c(Oc2ccccc2F)nc2c1c(=O)n(C)c(=O)n2C
·,30%,-15%,5%,-7%,?,-5%,6%,17%,CC(=O)c1ccc(N2CCN(c3ccc(S(=O)(=O)NCCN(C)C)cc3[N+](=O)[O-])CC2)cc1
-3%[59 µM],1%,2%,-12%,-11%,0%,0%,8%,2%,CCc1ccc(CNC(=O)C2CCCN(c3nc4ccccc4o3)C2)cc1 (stereo unspecified)
17%[12.7 µM],·,-22%,-5%,·,6%,·,11%,3%,Cc1ccc(OCCOC(=O)c2cc(S(=O)(=O)N3CCCCC3)ccc2N2CCOCC2)cc1
?,-1%,-14%,4%,?,45µM*,-13%,?,-9%,O=Nc1c(O)n(Cc2ccc(Cl)cc2Cl)c2ccccc12
6%,-11%,-1%,-11%,-13%,-25%,-3%,7%,2%,CC(=O)C1=C(O)C(=O)N(c2ccc(O)cc2)C1c1ccc([N+](=O)[O-])cc1 (stereo unspecified)
21%[59 µM],-9%,-7%,-12%,-23%,-9%,2%,-2%,2%,CCn1c(SCC(=O)Nc2nc(C)c(C)s2)nnc1-c1ccco1
21%[59 µM],19%,-14%,-20%,-22%,17%,-9%,79µM*,9%,CCOC(=O)c1ccccc1NS(=O)(=O)c1ccccc1F
7%[59 µM],2%,-5%,3%,23%,1%,0%,-1%,·,CC(C)c1ccc(N2C(=O)CSC23C(=O)N(Cc2ccccc2F)c2ccccc23)cc1 (stereo unspecified)
-33%[59 µM],-19%,-2%,-22%,-4%,?,-2%,6%,·,COc1ccc(CNC(=O)CSc2nc(-c3ccc(OC)c(OC)c3)cc(C(F)(F)F)n2)cc1
-45%,1%,6%,2%,-15%,4%,-2%,31%[activator],-7%,COc1ccc(N(C(=O)c2ccncc2)S(=O)(=O)c2cccs2)cc1
?,2%,5%,-8%,-15%,-2%,-3%,23%,-7%,COc1cc(C(=O)Oc2cc(N)n(S(=O)(=O)c3ccccc3)n2)cc(OC)c1OC
-8%[59 µM],3%,-9%,-17%,0%,-4%,-1%,?,·,CN(C)c1ccc(-c2nc(-c3ccccn3)no2)cc1[N+](=O)[O-]
·,·,-9%,-4%,·,·,·,-14%,25%,COc1ccccc1OCC(=O)OCC(=O)NC1CCCCC1
·,·,-14%,0%,·,·,·,6%,17%,O=C(CCl)Nc1ncc(S(=O)(=O)c2ccc([N+](=O)[O-])cc2)s1
-3%,36%[activator],-14%,-7%,-14%,-3%,-2%,9%,-1%,C=CCSc1nc(NC)c2sccc2n1
-4%[12.7 µM],·,-24%,-6%,·,0%,·,23%,2%,CC(NCC(=O)Nc1cc(S(=O)(=O)N2CCOCC2)ccc1Cl)c1ccc(Cl)cc1Cl (stereo unspecified)
·,·,·,1%,1%,·,-10%,8%,-2%,CCCC[C@@H]1CCCO[C@@](C(=O)NCCOC)(C(F)(F)F)C1
-4%[12.7 µM],-24%,-6%,-15%,-3%,11%,-3%,5%,0%,C(#CC1CCCC1)c1ccc2c(c1)COc1c3ccccc3nn1-2
-3%[59 µM],11%,·,·,-4%,3%,-1%,·,-2%,CCCCn1c(SCC(N)=O)nnc1-c1cc(OC)c(OC)c(OC)c1
-25%[59 µM],?,-21%,-15%,?,-20%,-9%,-6%,·,O=C(c1ccc2c(c1)N(Cc1ccc(Cl)cc1)C(=O)c1ccccc1S2(=O)=O)N1CCCCCC1
